GSIS activator: GLuc luminescence reporter in INS-1E cells, primary screen for activators of glucose-dependent secretion of insulin; INS-1E GLuc reporter insulin secretion, 2-3 h; activation, % at 16.6 µM; hit rate 0.61% among 370,000; AID 743287, 2014;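 active means lowest replicate activation of at least 40%, so every replicate reaches that level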;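 further: 0% = median of neutral control wells and 100% = median of IBMX positive control wells; some compounds called inactive have numbers as strong as hits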
LGR2 inh: inhibitors of bursicon-induced LGR2 CRE-luciferase signal, primary screen, cell-based, HEK293, CRE-luciferase reporter, bursicon stimulation | inhibition, % at 9.99 µM | Drosophila bursicon receptor LGR2 (rickets) | AID 720647, 2013 | bursicon-stimulated, 4 h | hit rate 0.35% among 380,000;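 active means drop in luminescence signal, shown as inhibition above about 50% in the replicate tests, limit read from the data, passing the limit was not always enough; inconclusive means probably only some replicates passing the limit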;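 further: agonist challenge used bursicon conditioned medium at about half maximal strength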
C2C12 statin: suppressors of statin myotoxicity in C2C12 myotubes, primary screen, cell-based, single point, plate reader. C2C12 myotubes + simvastatin, ATP luminescence, 48 h; scaled: DMSO 0, geranylgeraniol control 100. rescue of ATP level, % at 7.49 µM. hit rate 0.78% among 330,000;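 active means mean ATP rescue above about 67%, or every replicate alone reaching that limit, limit read from the data, passing the limit was not always enough; inconclusive means no clear call, values can overlap the other calls; inactive means mean under the limit and some replicate under it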;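 further: myotubes were challenged with 10 µM simvastatin during compound exposure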
Cneo AK release: Cryptococcus neoformans cell lysis inducers, primary screen, AK release luminescence, single concentration; C. neoformans lysis, adenylate kinase release luminescence, 4 h; normalised: neutral wells 0, clomiphene wells 100; lysis activity, % at 15 µM; hit rate 0.2% among 360,000;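 active means mean lysis activity across replicates of at least 80%, whatever share of replicates individually reach that level; inactive means mean lysis activity below 80%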
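Material: C. neoformans cells | Amount: Yeast cell density of 5 × 10^6 cells/mL | Medium: Fresh YPD growth medium | Dosing: Single dose | Times: Static 4 h at 37 °C with compound, 1 h detection | Detection: AK luminescence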
ARNT-TACC3 inh: disruptors of ARNT/TACC3 protein interaction, primary screen, biochemical, AlphaScreen, single concentration. AlphaScreen His-ARNT PAS-B/GST-TACC3 binding, luminescence; TACC3 fragment carries E629A point mutation. inhibition, % at 9.99 µM. AID 623870, 2012. hit rate 0.66% among 390,000. Transforming acidic coiled-coil-containing protein 3 (Homo sapiens), Q9Y6A5;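 active means mean inhibition of replicates at least 50% and at least half of replicates each reaching 50%; inconclusive means half or more replicates reach 50% but mean below 50%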;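 further: 0% = complete ARNT plus TACC3 wells and 100% = ARNT alone without TACC3; many hits fall short of the cut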
PglD DTNB: C. jejuni PglD acetyltransferase inhibitors, primary screen, biochemical, DTNB colorimetric, single point | purified PglD enzyme, DTNB colorimetric CoA detection | inhibition, % at 12.5 µM | hit rate 0.098% among 360,000 | AID 602405, 2012; in the data active means inhibition above about 16%, passing the limit was not always enough; inconclusive means no clear call, values can overlap the other calls; further: strong numbers were not always called active
PAX8 reporter: inhibitors of PAX8-driven TPO luciferase reporter, primary screen, RMG-I cells, single concentration | inhibition, % at 12.6 µM | SteadyGlo, 24 h | hit rate 1.2% among 360,000;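 active means mean replicate inhibition at least 60% with every replicate also reaching 60%; inconclusive means only one of the two criteria is met; inactive means mean below 60% and not all replicates reaching 60%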;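 further: luciferase light reporting Pax8 driven TPO promoter activity; plate controls were median of neutral control wells for no effect and mitoxantrone controls for full effect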
PGC1a acetyl inh: inhibitors of PGC1a acetylation signal, primary screen, cell-based, U2OS, AlphaScreen, inhibitor mode | inhibition, % at 15.6 µM | AlphaScreen anti-acetyl-lysine; with virally co-expressed GCN5 acetyltransferase | hit rate 0.17% among 350,000 | AID 651687, 2012;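 active means every replicate shows inhibition of at least 40%; inconclusive means mean inhibition at least 40% but some replicate below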;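 further: 0% = neutral control wells and 100% = positive control wells; some results beyond the cut were filed as inactive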
Active calls of the source: *; ? = inconclusive; nt = not tested or not shown.

SMILES	GSIS activator	LGR2 inh	C2C12 statin	Cneo AK release	ARNT-TACC3 inh	PglD DTNB	PAX8 reporter	PGC1a acetyl inh
Cc1cc(N2C(=O)C(O)=C(C(=O)c3cc4ccccc4o3)C2c2ccc([N+](=O)[O-])cc2)no1 (stereo not drawn)	2	2	14	3	0	-4	21	nt
NNC(=O)CN1CCCc2ccccc21	-16	-9	nt	nt	-2	nt	-87	0
CCCN(CCC)S(=O)(=O)c1ccc(C(=O)N2CC3CCC(CC3)C2)cc1	nt	3	1	-1	-3	5	-12	nt
C[C@@H]1CN([C@@H](C)CO)C(=O)Cc2cc(N(C)C)ccc2O[C@@H]1CN(C)C(=O)Nc1ccccc1	-3	-9	26	-4	5	6	5	-13
COc1cccc(N2CCN(CC(=O)c3c(C)[nH]c4ccccc34)CC2)c1	-3	-21	nt	3	-3	3	nt	-9
CC(=O)[C@@H]1[C@@H](C(=O)c2ccccc2)[C@]2(C(=O)Nc3ccccc32)[C@H]2C=Cc3cc(F)ccc3N12	-3	7	nt	nt	7	nt	15	nt
CC(C(=O)OCC(=O)c1cccc([N+](=O)[O-])c1)N1C(=O)C2C3CCC(C3)C2C1=O (stereo not drawn)	3	9	-14	nt	-10	nt	6	6
COc1ccccc1S(=O)(=O)N[C@@H]1CC[C@H](CCn2cc(C3CC3)nn2)O[C@@H]1CO	-4	10	2	66	-10	1	-13	-3
Cc1ccc(S(=O)(=O)N2CCN(C(=O)C(C)Cn3cncn3)CC2)cc1C (stereo not drawn)	1	-9	0	9	-8	-3	-14	nt
COc1cccc(C(C(=O)NC(C)(C)C)N(Cc2ccc(F)cc2)C(=O)CCC(=O)Nc2cc(C)on2)c1OC (stereo not drawn)	-39	-6	3	7	-1	5	10	nt
COc1ccc(NC(=O)c2ccccn2)cc1S(=O)(=O)N1CCOCC1	2	-15	nt	nt	10	nt	-13	2
Cc1cccc(Nc2c([N+](=O)[O-])ccc3nonc23)c1C	2	-7	-14	-2	-13	0	4	0
O=C(CCn1ccc2cc(S(=O)(=O)N3CCCC3)ccc21)NCc1ccccc1F	3	-6	2	1	-8	-1	7	6
Cn1c(=O)c2ccccc2n2c(CCl)nnc12	7	-5	16	0	nt	3	11	nt
Cc1cccc(N(Cc2ccccc2)C(=O)c2cc(S(=O)(=O)N3CCOCC3)ccc2F)c1	-12	2	-9	2	6	5	3	nt
O=C(O)CCC(=NNC(=O)c1cccc(S(=O)(=O)N2CCCCC2)c1)c1ccccc1	3	13	0	-1	4	2	-1	1
COCC(O)CSc1c([N+](=O)[O-])nc(C)n1Cc1ccc(OC)c([N+](=O)[O-])c1 (stereo not drawn)	4	-5	?	0	-1	-5	nt	6
Cc1ccc(NC(=O)c2cc(S(=O)(=O)N3CCOCC3)cn2C)cc1F	nt	-26	-2	-1	-14	3	0	1
CCCCCNC(=O)c1ccc2c(=O)n(CCOC)c(=O)[nH]c2c1	nt	nt	-11	0	1	-1	11	-3
C[C@H]1CN([C@@H](C)CO)C(=O)c2c(c3ccccc3n2C)-c2ccccc2CO[C@H]1CN(C)Cc1cccnc1	12	1	-19	53	15	-1	-3	0
COCCCNC(=O)c1cc(C(=O)c2c(-c3c(Cl)cccc3Cl)noc2C)c[nH]1	nt	nt	-8	1	-12	4	nt	2
Cc1cc(NC(=O)CCC(=O)N(CC(=O)NC2CCCC2)c2ccc(Cl)cc2)no1	36	19	-5	1	nt	-2	6	nt
O=C(CCC1CCCCC1)NCCS(=O)(=O)N1CCN(c2ccccc2F)CC1	18	-7	nt	nt	7	nt	4	nt
CCOC(=O)c1cc(-c2ccccc2)sc1NC(=O)c1ccc(OC)c(OC)c1	-3	7	nt	-2	-3	-5	-7	nt
Clc1ccc(CSc2nnc(Cn3cnc4ccccc43)o2)cc1	nt	nt	3	0	-9	-4	33	8
O=C(N/N=C/c1ccccc1Cl)c1ccc(F)cc1	-8	11	11	-4	-5	4	nt	4
Cc1ccc(S(=O)(=O)N(C)C)cc1NC(=S)NC12CC3CC(CC(C3)C1)C2	-13	-6	2	nt	20	nt	9	8
Cc1ccc(CSc2nnc(SCC(=O)N/N=C/c3c(C)nn(-c4ccccc4)c3C)s2)cc1	-1	nt	nt	6	0	3	-102	9
COc1ccc(CCN(C(=O)c2cccc(F)c2)C2CC(=O)N(c3ccccc3)C2=O)cc1 (stereo not drawn)	11	2	nt	-1	-3	5	13	nt
COc1c(F)c(F)c(C(=O)Nc2ccccc2N2CCN(C(=O)C(C)C)CC2)c(F)c1F	nt	nt	5	0	-1	6	nt	nt

Some of these compounds in order of number of heavy atoms, high to low:
SMILES	GSIS activator	LGR2 inh	C2C12 statin	Cneo AK release	ARNT-TACC3 inh	PglD DTNB	PAX8 reporter	PGC1a acetyl inh
Cc1ccc(S(=O)(=O)N(C)C)cc1NC(=S)NC12CC3CC(CC(C3)C1)C2	-13	-6	2	nt	20	nt	9	8
Clc1ccc(CSc2nnc(Cn3cnc4ccccc43)o2)cc1	nt	nt	3	0	-9	-4	33	8
O=C(N/N=C/c1ccccc1Cl)c1ccc(F)cc1	-8	11	11	-4	-5	4	nt	4

Continuation.
SMILES	GSIS activator	LGR2 inh	C2C12 statin	Cneo AK release	ARNT-TACC3 inh	PglD DTNB	PAX8 reporter	PGC1a acetyl inh
CCCCC(=O)Nc1nc2c(OC)ccc(OC)c2s1	56	-1	-5	3	-1	4	-3	nt
CC(C)c1nc(SCC(=O)NC2CCCCC2)c2ccccc2n1	10	1	0	-9	-7	-1	-10	-13
CCN(CC)S(=O)(=O)c1ccc(NC(=O)COc2nc3ccccc3nc2N2CCOCC2)cc1	-21	-12	nt	nt	-1	nt	3	nt
COc1ccc(CN2CCNC(=O)C2CC(=O)NCc2csc(C)n2)c(F)c1 (stereo not drawn)	2	-6	-4	1	-1	-10	0	-2
COC(=O)c1c(C)oc(C)c1S(=O)(=O)NC(C)(C)C	2	3	nt	nt	-3	nt	-10	7
CC1(C)CC(=O)C(C(c2cccnc2)C2C(=O)CC(C)(C)CC2=O)C(=O)C1	nt	nt	9	0	9	-3	nt	nt
CCN1C(=O)/C(=C/c2ccc(C)s2)SC1=Nc1ccc(OC)cc1	nt	nt	-10	0	0	0	nt	13
C[C@@H]1CN([C@H](C)CO)C(=O)c2cc(NC(=O)C3CCCCC3)ccc2O[C@H]1CN(C)S(=O)(=O)c1ccc(Cl)cc1	-4	1	-3	51	-6	-2	9	17
COc1ccc(NC(=S)N/C(=N/CS(=O)(=O)c2ccccc2)c2ccccc2)cc1	5	-48	-20	-1	-1	-5	nt	7
O=C(CSc1nc2ccccc2[nH]1)NCc1ccc(F)cc1	4	-3	-4	-1	-7	7	-1	2
COc1cccc(NC(=O)c2ccc(N3C(=O)C4CC=CCC4C3=O)cc2)c1 (stereo not drawn)	-20	0	-15	8	-3	-4	-15	4
C[C@@H]1CN([C@@H](C)CO)C(=O)Cc2cc(NC(=O)NC3CCCCC3)ccc2O[C@@H]1CN(C)Cc1ccc(Cl)c(Cl)c1	-11	5	-17	47	6	-2	5	-16
COc1ccccc1NS(=O)(=O)c1cccc(C(=O)N/N=C(\C)c2ccc3c(c2)OCCO3)c1	6	-3	nt	3	0	2	-28	-2
Cn1cccc1Cc1nnc(SCC(=O)Nc2ccccc2F)n1-c1ccc(F)cc1	-11	6	-3	1	18	4	-2	-1
CC(C)NC(=O)N[C@@H]1C=C[C@@H](CC(=O)NC2Cc3ccccc3C2)O[C@H]1CO	4	-8	7	0	-5	2	nt	-11
COc1ccccc1-c1c(C#N)c(N)nc2c1CCC2	9	18	nt	nt	0	nt	-16	2
CN(C)c1nc(NN)nc(Nc2ccc(F)cc2)n1	-1	-4	13	-2	18	-2	-24	8
Cc1nc(C(F)(F)F)ccc1C(=O)N1CCC1(C)C(=O)NS(=O)(=O)c1ccccc1 (stereo not drawn)	-4	3	-4	2	nt	-1	10	16
CN(C)C(=O)C[C@@H]1CC[C@H]2[C@@H](COC[C@H](O)CN2C(=O)C2CCOCC2)O1	10	10	-14	-4	-4	-2	-6	-7
C/C(=N\Nc1ccc(S(=O)(=O)N2CCCCC2)cn1)c1ccc(O)cc1	-26	0	-5	-2	37	-2	6	-10
O=C(Nc1cccc(F)c1)N1CCCCCC1	28	5	2	2	-9	-1	-23	9
C[C@@H]1CN([C@H](C)CO)C(=O)Cc2cc(NC(=O)CCN3CCOCC3)ccc2O[C@H]1CN(C)CC1CCCCC1	7	-23	17	-9	-4	-3	nt	0
COc1ccc(-c2cc3nc[nH]c(=O)c3s2)cc1	nt	nt	-6	-3	-5	0	nt	5
O=S(=O)(c1ccccc1)N1N=C(c2ccccc2)CC1c1ccccc1F (stereo not drawn)	8	-2	-5	1	13	1	6	nt
COc1ccc(CNC(=O)Cn2cnc3c(OCc4ccccc4)ncnc32)cc1	2	-7	-3	2	-13	4	3	3
CO[C@H](CN(C)Cc1nccs1)[C@@H](C)CN([C@@H](C)CO)S(=O)(=O)c1ccc(C)cc1	-17	15	3	14	-2	-3	nt	0
CCCCN(C(=N)N1CCCCC1)c1nc(C)c([N+](=O)[O-])c(=O)[nH]1	13	-12	nt	8	-1	7	45	4
COc1ccc(-c2nn(-c3ccccc3)cc2/C=C2/SC(=S)N(CCCC(=O)O)C2=O)c(C)c1	3	2	29	1	10	-1	19	-19
CCN(CC)c1ccc(/C=C2\SC(=O)N(C(C)C)C2=O)o1	nt	nt	36	-7	nt	1	nt	3
O=C(COC(=O)c1ccc(F)cc1F)NC1CC1	11	0	nt	nt	-2	nt	-8	nt
Cc1ccc(OCC(=O)OCC(=O)NC2CCS(=O)(=O)C2)cc1C (stereo not drawn)	nt	1	-2	-2	nt	-2	-1	10
CCNC(=O)c1sc(=S)n(-c2ccc(C)cc2)c1N	13	5	6	0	1	-3	nt	6
C(=N\Nc1nc2ccccc2[nH]1)/C1CCCCC1	-12	-33	nt	nt	46*	nt	0	nt
Cc1noc(C)c1NC(=O)NCC[C@H]1CC[C@@H](NC(=O)Nc2cccc(F)c2)[C@H](CO)O1	-5	5	12	-1	-15	-1	-12	7
O=C(C[C@@H]1CC[C@@H]2[C@H](COC[C@@H](O)CN2S(=O)(=O)c2ccc(F)cc2)O1)NCC1CC1	-1	4	18	3	3	3	12	-2
CCNCC(=O)N1c2ccccc2CCc2ccc(NC(=O)OC(C)C)cc21	-24	-6	-4	7	20	-1	-7	-4
COc1ccc(-c2[nH]ncc2CN2CCN(C(=O)c3cccs3)CC2)c(F)c1	29	-3	1	-2	3	-2	19	2
CCn1ccnc1CNC(=O)CC1C(=O)NCCN1Cc1ccc(OC)cc1OC (stereo not drawn)	13	-19	nt	2	19	-6	-9	3
CCC(=O)N[C@@H]1CC[C@@H](CC(=O)NCc2cc(F)cc(F)c2)O[C@H]1CO	3	11	-7	-3	5	3	-4	11
Cn1c(=O)[nH]c(=O)c2c1nc(N1CCCCC1)n2CCOc1ccccc1	4	15	8	0	-1	2	nt	14
N/C(=N\OC(=O)Cc1ccccc1)c1ccccc1Cl	4	-101	nt	nt	6	nt	-208	nt
COc1ccc(CNC(=O)CN2C(=O)c3ccccc3S2(=O)=O)cc1	34	-2	3	0	-2	-2	76*	10
Cc1cc(Nc2ccc3c(c2)OCCO3)c2ccccc2n1	21	6	nt	nt	-9	nt	88*	nt

High-throughput results from PubChem BioAssay.
